# Hsp70 act: transcriptional activators of Hsp70 | HeLa Hsp70 promoter luciferase reporter, luminescence; scaled: vehicle 0, proteasome-inhibitor control 100% | 0.04% of 200,000 active | AID 1203 | activation, % at 10 µM;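 active = activation above the mean across all tested compounds plus 3 SD, cutoff set per campaign, cut at about 5.5% in these data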;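 note: 100% = MG132 at 30 µM as the positive control and 0% = DMSO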
# APP 5'UTR act: activates APP 5'UTR luciferase reporter; SH-SY5Y APP 5'UTR luciferase reporter, luminescence; zero percent = DMSO vehicle wells; 1% of 190,000 active; activation, % at 2 µM; AID 1276;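 active = activation above a set limit, based on mean plus 3 SD of controls, cut at about 140% in these data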; note: values of inactives mirror those of a sister screen read the other way
# APP transl inh: APP translation inhibition; SH-SY5Y APP 5'UTR-luciferase reporter, luminescence; inhibition, % at 2 µM; 0.82% of 190,000 active; AID 1285;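 active = inhibition above a set limit, derived from the sample mean plus 3 SD, cut at about 45% in these data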; note: values of inactives mirror those of a sister screen read the other way
# FLuc inh counter: counter-screen for luciferase assay inhibitors: firefly luciferase inhibition. P08659. ATPLite firefly luciferase biochemical luminescence, 10 min. inhibition, % at 10 µM. 1.5% of 200,000 active. AID 1006;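 active = inhibition above about 50% when tested at 10 µM, limit read from the data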
# Target sequence (P08659 whole entry, looked up): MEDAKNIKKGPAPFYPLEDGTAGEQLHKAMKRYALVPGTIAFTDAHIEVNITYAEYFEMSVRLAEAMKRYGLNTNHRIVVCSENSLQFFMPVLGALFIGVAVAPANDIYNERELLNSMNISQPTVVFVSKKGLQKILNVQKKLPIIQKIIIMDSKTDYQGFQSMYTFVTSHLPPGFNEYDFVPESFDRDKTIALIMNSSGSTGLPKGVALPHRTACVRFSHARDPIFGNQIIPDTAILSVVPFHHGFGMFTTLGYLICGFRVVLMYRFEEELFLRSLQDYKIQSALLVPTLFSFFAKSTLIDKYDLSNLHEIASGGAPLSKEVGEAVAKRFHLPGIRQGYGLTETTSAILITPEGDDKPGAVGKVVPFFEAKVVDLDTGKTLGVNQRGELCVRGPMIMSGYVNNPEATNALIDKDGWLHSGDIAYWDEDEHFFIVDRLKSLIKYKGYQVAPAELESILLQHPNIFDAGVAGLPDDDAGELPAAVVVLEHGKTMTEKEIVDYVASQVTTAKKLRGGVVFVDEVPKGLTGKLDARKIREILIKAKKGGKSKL
# STAT3 blocker: STAT3 signaling inhibition; U3A cells, IL-6 STAT3-luciferase reporter, luminescence; host cell line lacks STAT1; inhibition, % at 5.5 µM; 0.89% of 190,000 active;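 active = inhibition above the mean inhibition across all screened compounds plus 3 SD, cut at about 44% in these data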;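 note: 0% = DMSO only wells and 100% = 100 µM nifuroxazide control wells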
# RAM network inh: inhibitors of the yeast RAM network. S. cerevisiae dse1pr::URA3 reporter, 5-FOA growth OD615, 2 d; analog-sensitive cbk1-as2 kinase mutant strain. 1.8% of 190,000 active. inhibition, % at 50 µM;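 active = inhibition above a set limit, 3 SD over mean compound inhibition, cut at about 8.4% in these data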;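 note: 0% = DMSO-only wells with no growth and 100% = 10 µM 1-NA-PP1 full growth; inhibition rescues growth on 5-FOA so higher OD means more RAM inhibition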
# STAT1 activator: activators of IFN-gamma induced STAT1 signaling. NIH 3T3 STAT1-luciferase reporter, luminescence; 100% = IFN-gamma alone, no compound. 2.6% of 200,000 active. AID 932. activation (% of control), % at 5.5 µM;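 active = activation above the screen-wide mean activation plus 3 SD, cut at about 130% in these data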;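 note: raw ratio to IFN-gamma control signal so 100% means no change and 0% no light; values of inactives mirror those of a sister screen read the other way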
# NF-kB neuron act: raises NF-kB expression in human neuronal cells; NF-kB reporter expression; active compounds read high; fold change at 12.5 µM; 1.6% of 190,000 active; AID 1239; in the data active = fold change above about 3.3
# STAT3 activator: increases IL-6 driven STAT3 reporter signal | U3A cells, IL-6 STAT3-luciferase reporter, luminescence; 100% = signal with IL-6 EC80 alone | activation (% of control), % at 5.6 µM | 0.91% of 190,000 active;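 active = activation above the screen-wide mean of compound activation plus 3 SD, cut at about 130% in these data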;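 note: 0% = background luminescence of wells with medium and substrate only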
#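 Material: human U3A cells carrying STAT3-luciferase construct. Measured by: reporter luminescence signal. Timing: compound 1 h, then IL-6 6 h at 37 °C.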
# STAT1 inh: inhibitors of IFN-gamma induced STAT1 signaling; AID 920; NIH 3T3 STAT1-luciferase reporter, luminescence; inhibition, % at 5.5 µM; 0.35% of 200,000 active;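 active = inhibition above a set limit, the mean inhibition across all tested compounds plus 3 SD, cut at about 34% in these data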;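 note: 0% = IFN-gamma with DMSO and 100% = IFN-gamma with 300 µM nifuroxazide; values of inactives mirror those of a sister screen read the other way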
# * = called active by the depositor; nt = no result given. Random draw from the library; about 7.7% have a hit in one of these screens.
SMILES,Hsp70 act,APP 5'UTR act,APP transl inh,FLuc inh counter,STAT3 blocker,RAM network inh,STAT1 activator,NF-kB neuron act,STAT3 activator,STAT1 inh
Cc1ccc(/C=N/N=C/c2ccc(C)s2)s1,0.3,177.9*,-177.9,73.9*,20.3,0.4,177.1*,10.5*,85.5,-87.2
Cc1c(-c2ccc(F)cc2)[n+](=O)c2c(n1[O-])CCCCC2,-0.2,-11.3,11.3,-8.9,-5.0,1.5,98.8,1.16,108.7,1.4
O=S(=O)(/C=C/c1ccccc1)N1CCN(Cc2ccccc2)CC1,-0.3,6.2,-6.2,-6.3,-17.9,0.4,100.7,1.02,117.3,-2.6
COC(=O)c1cccc(NC(=O)CCCOc2ccccc2)c1,0.0,13.6,-13.6,-6.0,-1.7,0.8,106.5,1.11,105.6,-7.1
Cc1ccccc1NC(=O)COC(=O)CCc1nc2ccccc2c(=O)[nH]1,-0.1,-29.9,29.9,-6.9,0.7,2.8,105.7,0.96,102.8,-6.5
Cc1ccc(S(=O)(=O)n2nc(C)cc2C)cc1,-0.3,-10.5,10.5,-6.9,7.2,0.5,101.3,1.28,94.1,-1.4
CCOC(=O)C[N+]1(C)CCN(C(C)=O)CC1,-0.1,19.4,-19.4,-8.3,6.6,0.1,93.7,1.76,97.8,6.5
CC(C)SCc1nc2ccccc2[nH]1,0.7,nt,nt,-1.9,-26.9,0.5,97.6,1.17,122.6,4.0
CC(C)Nc1nc(Oc2ccc(Cl)cc2Cl)cc(C(F)(F)F)n1,0.5,-12.2,12.2,-0.8,4.1,0.8,99.2,1.09,105.3,0.9
COc1ccc(CNC(=O)CN(c2ccccc2)S(=O)(=O)c2ccccc2[N+](=O)[O-])cc1,-0.3,-0.6,0.6,-7.9,0.4,2.5,92.9,0.96,102.6,5.6

# 3 entries drawn at random from the list so far:
SMILES,Hsp70 act,APP 5'UTR act,APP transl inh,FLuc inh counter,STAT3 blocker,RAM network inh,STAT1 activator,NF-kB neuron act,STAT3 activator,STAT1 inh
CCOC(=O)C[N+]1(C)CCN(C(C)=O)CC1,-0.1,19.4,-19.4,-8.3,6.6,0.1,93.7,1.76,97.8,6.5
COC(=O)c1cccc(NC(=O)CCCOc2ccccc2)c1,0.0,13.6,-13.6,-6.0,-1.7,0.8,106.5,1.11,105.6,-7.1
Cc1ccccc1NC(=O)COC(=O)CCc1nc2ccccc2c(=O)[nH]1,-0.1,-29.9,29.9,-6.9,0.7,2.8,105.7,0.96,102.8,-6.5

# (continued)
SMILES,Hsp70 act,APP 5'UTR act,APP transl inh,FLuc inh counter,STAT3 blocker,RAM network inh,STAT1 activator,NF-kB neuron act,STAT3 activator,STAT1 inh
CN(C(=O)COC(=O)c1cncc(Br)c1)C1CCS(=O)(=O)C1 (stereo unspecified),-0.2,0.9,-0.9,0.8,2.1,1.9,90.3,1.22,102.5,11.9
O=C(Cc1cccs1)NNC(=S)NCc1ccc(Cl)cc1,-0.2,12.4,-12.4,-7.2,7.3,4.4,99.8,0.78,94.5,0.3
CC1CN(S(=O)(=O)c2cccc(-c3csc(-c4ccccc4)n3)c2)CC(C)O1 (stereo unspecified),-0.1,23.1,-23.1,-4.3,2.6,5.3,108.2,1.15,101.6,-8.8
CCOc1ccc(NC(=O)CCC(=O)NNC(=O)COc2ccccc2C)cc1,-0.2,28.5,-28.5,10.6,5.6,5.1,102.2,1.16,98.6,-2.8
COc1ccc(S(=O)(=O)NN=C2CCCC2)cc1,-0.4,10.2,-10.2,-6.7,-1.2,1.2,102.8,1,101.2,-3.1
Cc1cccc(N2CCN(C(=O)CCCn3c(=S)[nH]c4cc5c(cc4c3=O)OCO5)CC2)c1C,-0.4,6.9,-6.9,-4.7,26.5,5.5,101.8,0.85,80.7,-1.9
O=Cc1c(NCc2ccco2)nc2ccccn2c1=O,-0.3,9.7,-9.7,-4.1,9.1,2.8,110.9,1.22,95.0,-14.1
Cc1ccc(S(=O)(=O)NCCCCCC(=O)Nc2cccc(C)c2)cc1,0.0,18.4,-18.4,-6.3,1.3,3.3,99.8,0.98,103.0,0.2
NC1=C([N+](=O)[O-])C(c2ccc(F)cc2)C2=C(CCCC2=O)O1 (stereo unspecified),-0.1,-8.2,8.2,-0.3,-2.3,2.5,108.1,1.13,99.8,-9.1
CCOC(=O)C1CCCN(C(=O)c2cc(Nc3ccc(OC)c(OC)c3)nc3ccccc23)C1 (stereo unspecified),0.3,13.8,-13.8,11.6,-15.5,2.6,101.0,0.6,114.9,-1.1

# Arranged by number of heavy atoms (high to low): part of the list above
SMILES,Hsp70 act,APP 5'UTR act,APP transl inh,FLuc inh counter,STAT3 blocker,RAM network inh,STAT1 activator,NF-kB neuron act,STAT3 activator,STAT1 inh
CCOc1ccc(NC(=O)CCC(=O)NNC(=O)COc2ccccc2C)cc1,-0.2,28.5,-28.5,10.6,5.6,5.1,102.2,1.16,98.6,-2.8
CN(C(=O)COC(=O)c1cncc(Br)c1)C1CCS(=O)(=O)C1 (stereo unspecified),-0.2,0.9,-0.9,0.8,2.1,1.9,90.3,1.22,102.5,11.9
O=C(Cc1cccs1)NNC(=S)NCc1ccc(Cl)cc1,-0.2,12.4,-12.4,-7.2,7.3,4.4,99.8,0.78,94.5,0.3

# (cont.)
SMILES,Hsp70 act,APP 5'UTR act,APP transl inh,FLuc inh counter,STAT3 blocker,RAM network inh,STAT1 activator,NF-kB neuron act,STAT3 activator,STAT1 inh
O=C(Nc1ccccc1N1CCCC1)c1ccc2c(c1)OCO2,0.0,-13.4,13.4,-6.1,17.8,2.5,99.9,1,87.5,0.1
CCC(C)Sc1nc2c(c(=O)[nH]c(=O)n2C)n1CCc1ccccc1 (stereo unspecified),-0.1,-26.4,26.4,-6.0,0.5,4.0,108.3,1.14,101.2,-8.9
CCC(=O)N1N=C(c2ccccc2)CC1c1ccc([N+](=O)[O-])cc1 (stereo unspecified),0.0,3.5,-3.5,2.4,-1.9,1.9,95.4,0.79,105.9,5.2
Cc1ccc(-n2ncc3c(NCc4ccccc4)ncnc32)cc1,0.1,53.5,-53.5,1.1,-2.7,5.3,136.5*,1.53,106.8,-40.0
COC(=O)c1ccc(NC(=O)CN2C(=O)CNC2=O)cc1,-0.4,-4.6,4.6,1.6,-3.6,-0.1,105.0,1.29,101.6,-5.4
O=C1CCCC2=C1C(c1ccccc1)CC(=O)N2c1ccc(F)cc1F (stereo unspecified),-0.3,-1.7,1.7,-1.9,-5.5,1.2,102.0,1.04,105.7,-3.6
COc1cc(C(=O)Nc2ccc(NC(C)=O)cc2)ccc1OCc1ccccc1,-0.2,7.4,-7.4,-6.9,4.5,2.9,105.3,1.45,96.8,-4.9
Cn1cnnc1SCC(=O)Nc1nc(-c2ccccc2)cs1,0.1,1.1,-1.1,1.2,1.9,1.1,108.7,1.17,100.4,-11.1
Cc1ccc(Cl)cc1N1CCN(C(=O)C2CCN(c3nnc(-n4cccc4)s3)CC2)CC1,-0.4,51.7,-51.7,-1.1,5.2,3.4,98.4,0.77,95.9,2.6
COCCOC(=O)C1=C(C)Nc2ncnn2C1c1ccccc1 (stereo unspecified),-0.2,21.8,-21.8,-0.9,8.0,0.5,100.0,1.08,96.5,0.1
O=C(CN1CCCc2ccccc21)N/N=C/c1ccc(O)cc1O,-0.2,52.0,-52.0,-2.2,-14.2,1.1,125.5,0.36,110.6,-28.0
CCc1nn2cc(C(=O)c3cc(Cl)ccc3O)cnc2c1-c1ccc(F)cc1,-0.3,-21.8,21.8,-5.8,1.4,5.0,95.1,1.13,101.0,5.5
COc1cc(/C=N/N=C(\N)c2nonc2N)ccc1O,-0.1,24.4,-24.4,34.5,19.2,1.5,129.8*,1.13,88.5,-33.8
OCCCN1CCN(CCOc2ccccc2-c2ccccc2)CC1,-0.1,-8.4,8.4,-4.9,-0.1,1.8,106.4,0.94,101.2,-7.4
CCOc1cc(C2C3=C(CCCC3=O)N(C)C3=C2C(=O)CCC3)cc(Cl)c1O,-0.1,41.8,-41.8,-4.5,1.4,0.2,123.7,1.15,101.5,-9.6
Fc1ccc(N/N=C/c2ccncc2)c(F)c1,0.0,25.3,-25.3,8.9,12.5,1.5,129.1*,1.73,91.5,-32.3
CC1Cc2ccccc2N1C(=O)CN1C(=O)CN(C)C(=O)c2ccccc21 (stereo unspecified),-0.4,19.4,-19.4,-1.8,4.4,-0.4,100.7,1.26,102.8,-0.7
CC(=O)NCCn1c(SCc2cc(=O)n3cc(Cl)ccc3n2)nc2ccccc2c1=O,0.0,-6.9,6.9,2.6,-8.2,10.9*,96.9,1.08,109.4,3.3
COc1ccccc1NC(=O)Cc1nnc(SCC(=O)Nc2ccccc2F)n1C,0.2,5.3,-5.3,-4.2,12.7,3.2,98.1,1.16,96.0,0.0
Cc1nnc(NC(=O)CSc2nnc(Cc3cccn3C)n2-c2cccc(C(F)(F)F)c2)s1,-0.2,-19.8,19.8,-2.9,-4.4,0.6,94.0,1.52,103.7,7.3
C[C@@H]1C[C@H](Nc2ccccc2)c2ccccc2N1C(=O)c1cccnc1,-0.4,32.3,-32.3,-0.2,7.7,3.6,99.6,2.23,96.7,0.4
CCS(=O)(=O)N1CCCC(C(=O)NCc2ccccc2Cl)C1 (stereo unspecified),0.1,24.7,-24.7,-2.6,-1.3,0.5,98.7,1.17,102.7,1.4
CCOc1ccc(CN2CCN(Cc3nc4c(s3)CCCC4)CC2CCO)cc1 (stereo unspecified),0.0,-6.1,6.1,-4.8,-1.4,0.5,93.9,0.94,102.2,5.5
COc1ccc(Cl)cc1N(CC(=O)N(C)C)S(=O)(=O)c1ccc(C)c([N+](=O)[O-])c1,0.0,22.9,-22.9,-6.2,5.7,2.6,92.5,1.18,104.6,6.4
Cc1nn(Cc2ccc(Cl)c(Cl)c2)c(C)c1NC(=O)c1cc(-c2ccc3c(c2)OCO3)on1,0.1,-52.0,52.0*,4.3,13.1,1.1,66.9,0.86,89.4,36.6*
COc1cccc(NC(=O)CS(=O)(=O)c2cn(CC(=O)N3CCOCC3)c3ccccc23)c1,-0.3,7.7,-7.7,-7.0,11.5,1.6,103.9,0.88,100.1,-5.0
Nc1ncnc(Nc2ccccn2)c1[N+](=O)[O-],-0.1,1.8,-1.8,0.0,6.6,1.1,104.8,1,98.2,-6.7
CCOc1ccc2ncc(C(=O)c3ccc(OC)cc3)c(N3CCN(CC)CC3)c2c1,0.1,12.4,-12.4,-1.1,-1.7,1.1,101.9,0.72,102.5,-3.1
CCN(CC)C(=S)SC1CCCCN(C(=O)c2ccc(F)cc2)C1=O (stereo unspecified),0.7,23.6,-23.6,-6.1,0.6,1.0,93.1,1.32,99.3,7.5
COCCSc1ccccc1C(=O)N1CCCC(C)C1 (stereo unspecified),-0.2,3.4,-3.4,-4.7,3.2,0.4,102.6,1.44,104.1,-4.2
C=CCN(Cc1cn(C)nc1-c1cccc(Cl)c1)C1CCS(=O)(=O)C1 (stereo unspecified),-0.4,20.6,-20.6,-7.8,-8.8,-0.5,105.3,1.12,111.7,-7.5
O=C(NCc1ccc2c(c1)OCO2)c1ccc(NS(=O)(=O)c2ccc3c(c2)OCCO3)cc1,0.0,8.7,-8.7,-8.3,-0.4,8.5*,97.5,1.17,103.9,2.7
COc1ccc(C2=NOC(C(=O)Nc3cc(C)on3)C2)cc1 (stereo unspecified),-0.1,3.5,-3.5,-4.0,11.2,0.9,99.8,1.56,97.7,0.2

# Bioassay records as filed in PubChem.
